ARNT TACC3 PPI – disruptors of ARNT/TACC3 protein interaction, primary screen, biochemical, AlphaScreen, single concentration | Transforming acidic coiled-coil-containing protein 3 (Homo sapiens), Q9Y6A5 | AlphaScreen His-ARNT PAS-B/GST-TACC3 binding, luminescence; TACC3 fragment carries E629A point mutation | inhibition, % at 9.99 µM | 390,000 compounds, 0.66% hits;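 active means mean inhibition of replicates at least 50% and at least half of replicates each reaching 50%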;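 further: 0% = complete ARNT plus TACC3 wells and 100% = ARNT alone without TACC3; many hits fall short of the cut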
* marks the source's active call; other numbers are inactive results. An excerpt. The share of hits here may be higher or lower than overall.

SMILES | ARNT TACC3 PPI
COc1ccc(CC(=O)N2CC(C)CC(C)C2)cc1OC (stereo unspecified) | -0.7
CCOC(=O)[C@@H]1[C@H]2COc3cc(OC)ccc3[C@@H]2N2C(=O)N(c3cccc(Cl)c3)C(=O)[C@]12C | 1.6
Cc1ccc2[nH]c(=O)c(CN(c3cccc(C)c3C)S(=O)(=O)c3ccccc3)cc2c1 | 2.7
COc1ccc(S(=O)(=O)NC(CC(=O)NCc2ccco2)C(C)C)cc1 (stereo unspecified) | 0.2
CN1CCN(C(=O)CCn2nc(-c3ccccc3)c3ccccc3c2=O)CC1 | -3.0
Clc1ccccc1-c1nn2c(-c3ccccn3)nnc2s1 | 41.0
O=C(c1ccco1)N1CCC(n2nnc3ccccc32)CC1 | 2.6
O=C(CNC(=O)c1ccco1)Nc1ccc(S(=O)(=O)N2CCCC2)cc1 | -1.3
CCOc1ccc(NC(=O)NCCN2C(C)CCCC2C)cc1 (stereo unspecified) | -3.1
COC(=O)c1cc(S(=O)(=O)N2CCOCC2)c(Cl)cc1N1CCOCC1 | -13.3
C=CCc1cc(C=O)cc(OC)c1OCc1c(Cl)cccc1Cl | -1.2
CCOC(=O)c1c(C)[nH]c(C(=O)OCC(=O)Nc2cc(C)ccc2OC)c1C | 0.1
CCNc1nc(Oc2ccc(=O)n(-c3ccccc3)n2)nc(N(C)C)n1 | 1.6
Cc1c(N=C/C=C/c2ccccc2)c(=O)n(-c2ccccc2)n1C | 7.6
CCc1ccccc1NC(=O)N1C2CCCC1CC(NC(C)=O)C2 (stereo unspecified) | 1.8
Cc1c(C(=O)OC2CCCCC2)[nH]c2c1C(=O)CC(C)(C)C2 | -1.0
CCOC(=O)C1=C(C)N=c2s/c(=C\c3ccncc3)c(=O)n2C1c1ccc2c(c1)OCO2 (stereo unspecified) | -1.3
Cc1cccc(-c2oc3ccc(-c4ccc5c(c4)OCO5)cc3c2/C=C/c2ccc(N)cc2)c1 | -5.3
COC(=O)c1sccc1-n1cccc1C(=O)C(=O)N1CC(C)OC(C)C1 (stereo unspecified) | 1.7
Cc1cc(C)n(-c2ccc(Cl)c(C(=O)O)n2)n1 | 16.4

Exported field by field: 2 of the compounds above.
> O=C(CNC(=O)c1ccco1)Nc1ccc(S(=O)(=O)N2CCCC2)cc1
  ARNT TACC3 PPI = -1.3

> CCOc1ccc(NC(=O)NCCN2C(C)CCCC2C)cc1 (stereo unspecified)
  ARNT TACC3 PPI = -3.1

New compounds follow.
SMILES | ARNT TACC3 PPI
CCOC(=O)Cc1csc(NC(=O)CSc2ncnc3c2cnn3-c2ccc(OC)cc2)n1 | -11.2
O=C(CCC(=O)Nc1ccccc1)NCCO | -8.5
COc1ccc(OC)c(N(CC(=O)O)S(=O)(=O)c2ccc(OC)c(OC)c2)c1 | 5.0
CCOC(=O)c1cc(-c2ccccc2)sc1NC(=S)Nc1cc(C)ccn1 | -2.8
Cc1nc(OCC(=O)c2ccc(Cl)cc2)c(C#N)c2c1COC(C)(C)C2 | -3.8
Cc1cc(F)ccc1S(=O)(=O)Nc1ccccc1C(=O)Nc1ccccc1N1CCOCC1 | -3.5
CCC(c1ccc(O)c(O)c1)C(CC)c1ccc(O)c(O)c1 (stereo unspecified) | 3.8
Cc1cccc(C(=O)NC(NCc2ccco2)C(Cl)(Cl)Cl)c1 (stereo unspecified) | 1.5
Cc1cccc(C)c1NC(=O)NC1(C(=O)NCCCN2CCOCC2)CCCCC1 | -0.3
CCCC(c1nnnn1C(C)(C)CC)N(Cc1ccco1)Cc1cc2ccc(OC)cc2[nH]c1=O (stereo unspecified) | -1.1
Cc1cc(Nc2ccccc2)n(C(=O)c2ccc(N)cc2)n1 | 4.8
COC(=O)c1ccccc1NC(=O)c1cc2n(n1)C(C(F)F)CC(C(F)F)N2 (stereo unspecified) | -11.9
NC(=O)NC(CC(=O)OCC(=O)NC(=O)NCc1ccco1)c1ccc(Cl)cc1 (stereo unspecified) | 0.7
O=C(NNC(=O)c1cc(-c2ccccc2)nc2ccccc12)Nc1cccc(Cl)c1 | 15.8
CC(=O)OCC1OC(n2ccc3ccccc32)C(OC(C)=O)C(OC(C)=O)C1OC(C)=O (stereo unspecified) | -8.6
Cc1cc(C)c2c(n1)nn1c(NCCCN3CCOCC3)cc(C)nc21 | 19.8
CSc1nc2nc(C)cc(-c3ccccc3)n2n1 | -11.8
Cc1nn(-c2ccccc2)c2c1C1(C(=O)N(C)c3ccccc31)N(c1ccccc1)C(=O)N2 (stereo unspecified) | -4.0
Cc1ccc2cc(CN(C(=O)c3ccco3)c3ccccc3C)c(=O)[nH]c2c1 | -3.1
Cc1cc2cc(C(c3nnnn3Cc3ccco3)N3CCCCC3)c(=O)[nH]c2cc1C (stereo unspecified) | 0.5
Cc1cc(NC(=O)COC(=O)c2cc(S(=O)(=O)N3CCOCC3)ccc2N2CCCCC2)no1 | -1.7
N=c1n(CCN2CCCCC2)c2ccccc2n1CC(O)c1cccc(Br)c1 (stereo unspecified) | 3.1
CCOc1ccc(C(N)=O)cc1OC | 2.3
Cc1ccc(NC(=O)C2(c3ccccc3)CC2(Cl)Cl)cc1C (stereo unspecified) | -1.8
COc1cc2c(cc1NS(=O)(=O)N1CCCCC1)oc1ccccc12 | 8.1
O=C(O)c1cn(-c2ccc(F)c(F)c2)c2c(F)c(F)c(F)c(F)c2c1=O | -28.6
O=C(c1cccn2c(=O)c3ccccc3nc12)N1CCN(c2ccccn2)CC1 | 5.2
Cc1c(N2C(=O)C(C)SC23C(=O)Nc2ccccc23)c(=O)n(-c2ccccc2)n1C (stereo unspecified) | -4.3
O=S1(=O)CC(O)C(N2CCC(c3ccccc3)CC2)C1 (stereo unspecified) | 0.5
COc1cc2cc(C(=O)Nc3ccccc3)c(N)nc2cc1OC | -5.8
Cn1cccc1C(=O)Nc1nc(-c2ccccn2)cs1 | 62.9*
COc1ccc(C(c2nnnn2Cc2ccccc2)N2CCN(c3ccccc3)CC2)cc1 (stereo unspecified) | -0.7
CCc1nnc(NC(=O)CSc2nnc(-c3cc4ccccc4cc3O)n2CC)s1 | 5.4
CCOC(=O)C1CCN(C(=O)C(=O)N2CCC(C(=O)OCC)CC2)CC1 | -1.4
COCCN1C(=O)c2oc3c(C)cc(C)cc3c(=O)c2C1c1cccc(O)c1 (stereo unspecified) | -10.1
Cc1ccccc1CS(=O)(=O)Cc1ccc(C(=O)NCc2cccnc2)o1 | -3.4
O=C(Nc1cccnc1)c1c(O)c2cccc3c2n(c1=O)CC3 | 0.9
Brc1ccc(-c2nc(N/N=C/c3cccnc3)c3ccccc3n2)cc1 | -6.1
O=C(O)c1oc2ccc(Br)cc2c1-n1cccc1 | -14.3
O=c1c(/C=N/O)coc2ccc3ccccc3c12 | -2.2

Reformatted: results already given
> CCOc1ccc(C(N)=O)cc1OC
  ARNT TACC3 PPI = 2.3
> COc1ccc(C(c2nnnn2Cc2ccccc2)N2CCN(c3ccccc3)CC2)cc1 (stereo unspecified)
  ARNT TACC3 PPI = -0.7
> O=C(O)c1oc2ccc(Br)cc2c1-n1cccc1
  ARNT TACC3 PPI = -14.3
> Brc1ccc(-c2nc(N/N=C/c3cccnc3)c3ccccc3n2)cc1
  ARNT TACC3 PPI = -6.1

Three of the compounds above, with each value named.
> CCOC(=O)C1CCN(C(=O)C(=O)N2CCC(C(=O)OCC)CC2)CC1
- ARNT TACC3 PPI: -1.4

> COCCN1C(=O)c2oc3c(C)cc(C)cc3c(=O)c2C1c1cccc(O)c1 (stereo unspecified)
- ARNT TACC3 PPI: -10.1

> Cc1ccccc1CS(=O)(=O)Cc1ccc(C(=O)NCc2cccnc2)o1
- ARNT TACC3 PPI: -3.4

Next part
SMILES | ARNT TACC3 PPI
O=C(Nc1cccc(-c2nc3ccccc3[nH]2)c1)c1cccc(NC(=O)c2ccco2)c1 | 4.3
O=C(C1CCN(c2nnc(-n3cccc3)s2)CC1)N1CCN(c2cccc(C(F)(F)F)c2)CC1 | -0.8
CC1(C)NC(=O)N(CCCCOc2ccc(Br)cc2Cl)C1=O | -7.0
O=C(NCc1ccco1)c1cc2n(n1)C(C(F)(F)F)CC(c1ccc(F)cc1)N2 (stereo unspecified) | -2.2
Cc1ccc(C(=O)Nc2cccc(C(=O)O)c2)cc1S(=O)(=O)N1CCCCC1 | -0.9
CCOC(=O)c1c(C)oc2c(F)c(F)c(F)c(F)c2c1=O | -6.9
CN(C)/C=N/C(=S)Nc1ccc(Br)cc1F | 5.5
O=C(O)c1ccc(CSc2nnc(Cc3ccccc3)o2)cc1 | 0.4
COc1cccc(C(=O)N(Cc2cc3cc(C)ccc3[nH]c2=O)CC2CCCO2)c1 (stereo unspecified) | 0.3
Clc1ccc(-c2noc(CCCOc3ccccc3)n2)cc1 | -7.6
CC(=O)Nc1cccc(NC(=O)C2CCCN2C(=O)Nc2cccc(F)c2)c1 (stereo unspecified) | 15.0
N#Cc1nc(-c2ccco2)oc1N1CCN(c2cccc(Cl)c2)CC1 | 13.2
COc1ccc(S(=O)(=O)N2CCOCC2)cc1C(=O)Nc1cc(C)on1 | -2.5
COc1ccc(OC)c(Nc2nc(C3CC3)nc3c2nnn3Cc2ccccc2)c1 | -2.3
CC(C)=C(NC(=O)c1ccco1)C(=O)NCCc1nc2ccccc2[nH]1 | 0.1
COCCCn1c(SCC(=O)N2CCc3ccccc32)nnc1-c1ccco1 | -4.9
COCCn1c(SCC(=O)N2CCCC2)nnc1C(C)C | -1.0

Screening results as filed in PubChem BioAssay.
